Assay outcomes from PubChem BioAssay.
Apaf-1 inh = inhibitors of human Apaf-1 apoptosome, primary screen, biochemical, DEVD-Rh110 fluorescence, uHTS; reconstituted apoptosome caspase-3 activity; 330,000 compounds, 0.71% hits; AID 489030, 2010; inhibition, % at 20 µM; active = inhibition of at least 40% at 20 µM;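 also: plate controls were DMSO wells for no effect and DEVD-CHO caspase inhibitor wells for full effect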
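Assay system – apoptosome proteins · Medium – Hepes buffer, pH 7.5 · Also added – cytochrome c with DEVD-Rh110 · Timing – 30 min compound preincubation, 50 min activation, room temperature · Detection – Rh110 fluorescence, excitation 480 nm, emission 540 nm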
SENP8 block-1 = SENP8 protease inhibitors, primary screen, biochemical, luminescence; inhibition, % at 10 µM; Sentrin-specific protease 8 (Homo sapiens), Q96LD8; AID 2540, 2010; 330,000 compounds, 1.2% hits; purified SENP8, Z-RLRGG-aminoluciferin cleavage; in the data active = inhibition above about 50%
Target sequence (Q96LD8 whole entry, looked up): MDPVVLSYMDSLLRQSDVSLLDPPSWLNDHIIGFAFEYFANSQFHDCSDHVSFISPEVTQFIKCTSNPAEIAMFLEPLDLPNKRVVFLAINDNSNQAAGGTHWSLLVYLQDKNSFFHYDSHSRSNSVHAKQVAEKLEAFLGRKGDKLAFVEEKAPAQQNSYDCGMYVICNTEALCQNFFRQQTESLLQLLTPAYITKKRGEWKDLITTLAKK
PfG6PD inh = PfG6PD enzyme inhibitors, primary screen, biochemical, fluorescence intensity, uHTS; 350,000 compounds, 0.78% hits; PfGluPho enzyme, NADPH resazurin-diaphorase fluorescence; AID 504690, 2011; inhibition, % at 20 µM;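 active = inhibition reaching at least a set limit at 20 µM in the primary screen, cut at about 59% in these data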;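 also: 0% = DMSO wells with substrate and 100% = DMSO wells lacking glucose-6-phosphate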
SENP1 inh = human SENP1 catalytic domain inhibitors, primary screen, biochemical, FRET, uHTS; recombinant SENP1 catalytic domain, CyPet-SUMO1-YPet FRET cleavage; inhibition, % at 10 µM; 360,000 compounds, 0.21% hits; AID 624204, 2012;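 active = inhibition at least 30% at 10 µM, raw YFP signal under a set limit, fluorescence ratio 0.5 to 1.5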;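 also: 0% = enzyme with DMSO and 100% = no enzyme wells; some results filed as inactive read as strong as hits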
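Assay system – human recombinant His6-tagged SENP1 catalytic domain enzyme · Input – SENP1 enzyme, 20 pM final · Buffer or medium – Tris pH 8 buffer plus EDTA, NaCl, BME, BSA, NP40, catalase · Schedule – 50 min reaction at room temperature · Technique – FRET read of cyan and yellow fluorescence · Control set – no-enzyme wells low, DMSO-plus-enzyme wells high control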
SENP6 inh = SENP6 protease inhibitors, primary screen, biochemical, luminescence, uHTS; 330,000 compounds, 1.8% hits; Recombinant SENP6 catalytic domain, aminoluciferin luminescence; Sentrin-specific protease 6 (Homo sapiens), Q9GZR1; inhibition, % at 10 µM; AID 2599, 2010;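 active = inhibition above about 50% at the single tested dose, limit read from the data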;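 also: plate controls were DMSO wells with enzyme for no effect and DMSO wells lacking enzyme for full effect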
Target sequence (Q9GZR1 628-1112 limits assumed): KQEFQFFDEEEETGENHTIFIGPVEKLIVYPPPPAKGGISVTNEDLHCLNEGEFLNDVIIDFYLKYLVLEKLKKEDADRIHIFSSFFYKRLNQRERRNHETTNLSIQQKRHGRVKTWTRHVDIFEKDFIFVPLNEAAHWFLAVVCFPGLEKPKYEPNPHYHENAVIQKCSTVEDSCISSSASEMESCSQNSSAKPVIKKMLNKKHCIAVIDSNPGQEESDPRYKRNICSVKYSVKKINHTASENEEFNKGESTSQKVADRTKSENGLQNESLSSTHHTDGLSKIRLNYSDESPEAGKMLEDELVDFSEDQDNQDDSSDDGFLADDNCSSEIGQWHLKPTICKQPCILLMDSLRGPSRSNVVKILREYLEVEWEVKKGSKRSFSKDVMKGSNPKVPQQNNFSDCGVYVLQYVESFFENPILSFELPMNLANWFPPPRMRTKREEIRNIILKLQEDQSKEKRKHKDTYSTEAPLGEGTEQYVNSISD
HKDC1 inh = HKDC1 hexokinase inhibitors, primary screen, biochemical, fluorescence, uHTS; Q2TB90; recombinant HKDC1, G6PDH/diaphorase resazurin coupled fluorescence; inhibition, % at 20 µM; 340,000 compounds, 0.16% hits; AID 493160, 2011;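 active = inhibition above about 35% when tested at 20 µM, limit read from the data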;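 also: plate controls were DMSO wells with enzyme for no effect and DMSO wells lacking enzyme for full effect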
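Test system: Recombinant HKDC1 (HK5) hexokinase enzyme, produced in-house | Input: HKDC1 at 5 µg/mL | Buffer or medium: Tris pH 8.0 buffer with MgCl2, Tween-20, BSA, BME | Schedule: 90 min reaction incubation at room temperature, dark | Technique: Resazurin-to-resorufin fluorescence via G6PDH and diaphorase coupling, 525/613 nm | Controls: DMSO wells with and without enzyme mix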
NLRP3 yeast inh = NALP3 inflammasome inhibitors in reconstituted yeast, primary screen, luminescence, uHTS; inhibition, % at 10 µM; 330,000 compounds, 0.39% hits; Yeast reconstituted NLRP3/ASC/caspase-1, beta-gal luminescence, 24 h;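 active = inhibition of 50% or more; inactive = inhibition below 50%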;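 also: plate controls were induced DMSO wells for no effect and uninduced yeast grown without galactose for full effect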
SENP8 block-2 = human SENP8 protease inhibitors, primary screen, biochemical, fluorescence, Nedd8 protein substrate, uHTS. Sentrin-specific protease 8 (Homo sapiens), Q96LD8. recombinant SENP8. inhibition, % at 20 µM. 360,000 compounds, 0.64% hits. AID 602440, 2012; in the data active = inhibition mostly above about 40%, no sharp cut-off; inactive = mostly below about 27%
SENP7 inh = SENP7 protease inhibitors, primary screen, biochemical, luminescence, uHTS. Sentrin-specific protease 7 (Homo sapiens), Q9BQF6. recombinant SENP7, Z-RLRGG-aminoluciferin luminescence, 40 min. inhibition, % at 5 µM. 330,000 compounds, 1.5% hits. AID 434973, 2010;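 active = inhibition above about 50% at the single test dose, limit read from the data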;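 also: plate controls were DMSO with enzyme for no effect and no enzyme buffer wells for full effect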
Target sequence (Q9BQF6 706-1050 limits assumed): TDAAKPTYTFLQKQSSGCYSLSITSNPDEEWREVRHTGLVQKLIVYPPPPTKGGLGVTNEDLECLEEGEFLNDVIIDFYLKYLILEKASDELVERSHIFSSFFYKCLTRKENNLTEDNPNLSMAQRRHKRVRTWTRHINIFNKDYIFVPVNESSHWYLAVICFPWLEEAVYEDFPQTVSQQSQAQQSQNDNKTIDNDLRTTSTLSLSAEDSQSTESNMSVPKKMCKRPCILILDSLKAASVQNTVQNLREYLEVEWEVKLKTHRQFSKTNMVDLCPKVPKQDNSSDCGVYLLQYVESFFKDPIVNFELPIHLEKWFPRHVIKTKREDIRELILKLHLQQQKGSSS
Numbers without * were called inactive; x = no result given; & = joins results of further samples.

Labels used below – A = Apaf-1 inh; B = SENP8 block-1; C = PfG6PD inh; D = SENP1 inh; E = SENP6 inh; F = HKDC1 inh; G = NLRP3 yeast inh; H = SENP8 block-2; I = SENP7 inh
> COc1ccc(-c2noc(COC(=O)c3ccco3)n2)cc1OC
  A: 2	B: -1	C: 5	D: 1	E: 17	F: -2	G: 32	H: 9	I: -7
> Cc1ccc(S(=O)(=O)NCCC(=O)Nc2ccc3c(c2)OCO3)cc1
  A: 6	B: -1	C: 1	D: 1	E: -10	F: -6	G: -2	H: 8	I: -2
> COc1ccc(S(=O)(=O)N(C)CC(=O)N2CCC(C(N)=O)CC2)cc1Cl
  A: 2	B: -4	C: -11	D: 2	E: 1	F: 4	G: 1	H: 10	I: -4
> CCNC(=S)N1CCN(c2ccccn2)CC1
  A: -17	B: 1	C: -30	D: 0	E: -3	F: -2	G: 2	H: -11	I: 0
> OCCNCCNCc1ccccc1OCc1ccccc1
  A: -18	B: -7	C: -4	D: 2	E: -18	F: -9	G: 10	H: 27	I: -6
> CSc1ncc(CN2CCc3c([nH]c4ccccc34)C2c2cccc(O)c2)cn1 (stereo not given)
  A: -158	B: 2	C: 19	D: -42	E: -1	F: -6	G: 4	H: -25	I: 0
> CC1=NN(C(=O)CCc2ccccc2)C(c2ccccc2)C1 (stereo not given)
  A: -7	B: 3	C: -5	D: 2	E: 8	F: -5	G: -9	H: 10	I: -2
> CCN(CC)CCN(Cc1cc2ccc(C)c(C)c2[nH]c1=O)C(=S)NCc1ccco1
  A: 6	B: -1	C: 16	D: -2	E: 7	F: 17	G: 10	H: -25	I: 0
> COCC(C)n1c(SCC(=O)Nc2cc(C)on2)nc2ccccc2c1=O (stereo not given)
  A: -25	B: 3	C: 15	D: 2	E: -18	F: -3	G: -3	H: 26	I: -1
> CCOc1ccc(NC(=O)CN(C)CC(=O)NC2CCCc3ccccc32)cc1OCC (stereo not given)
  A: 20	B: -7	C: 1	D: -1	E: -18	F: -3	G: 10	H: 12	I: 0
> Cc1[nH]c2ccccc2c1C(c1ccncc1)N1CCN(c2ccccc2F)CC1 (stereo not given)
  A: -4	B: -10	C: 12	D: -3	E: -6	F: -3	G: 5	H: 0	I: -6
> COc1ccc(/C=N/NC(=O)Cn2nnc3ccccc32)cc1OC
  A: 4	B: -13	C: -13	D: 2	E: -8	F: 2	G: -6	H: 19	I: -8
> CC(=O)OCC(OC(C)=O)C(OC(C)=O)C(OC(C)=O)C(=O)Nc1cccc(C)c1 (stereo not given)
  A: -1	B: -3	C: 4	D: 1	E: -21	F: -2	G: -1	H: 23	I: 5
> CCCCNC(=O)C(=O)NCC1CCCN1S(=O)(=O)c1cccs1 (stereo not given)
  A: 8	B: -7	C: 10	D: -5	E: -13	F: -3	G: 10	H: 4	I: -8
> O=C(COc1cc2oc(=O)c3c(c2cc1Cl)CCC3)Nc1ccccn1
  A: 0	B: 8	C: 10	D: 1	E: -2	F: -5	G: -9	H: -97	I: 0

Reformatted tab-delimited: entries from further up.
smiles	Apaf-1 inh	SENP8 block-1	PfG6PD inh	SENP1 inh	SENP6 inh	HKDC1 inh	NLRP3 yeast inh	SENP8 block-2	SENP7 inh
CC1=NN(C(=O)CCc2ccccc2)C(c2ccccc2)C1 (stereo not given)	-7	3	-5	2	8	-5	-9	10	-2
CCN(CC)CCN(Cc1cc2ccc(C)c(C)c2[nH]c1=O)C(=S)NCc1ccco1	6	-1	16	-2	7	17	10	-25	0
COCC(C)n1c(SCC(=O)Nc2cc(C)on2)nc2ccccc2c1=O (stereo not given)	-25	3	15	2	-18	-3	-3	26	-1
CCOc1ccc(NC(=O)CN(C)CC(=O)NC2CCCc3ccccc32)cc1OCC (stereo not given)	20	-7	1	-1	-18	-3	10	12	0
Cc1[nH]c2ccccc2c1C(c1ccncc1)N1CCN(c2ccccc2F)CC1 (stereo not given)	-4	-10	12	-3	-6	-3	5	0	-6
COc1ccc(/C=N/NC(=O)Cn2nnc3ccccc32)cc1OC	4	-13	-13	2	-8	2	-6	19	-8
CC(=O)OCC(OC(C)=O)C(OC(C)=O)C(OC(C)=O)C(=O)Nc1cccc(C)c1 (stereo not given)	-1	-3	4	1	-21	-2	-1	23	5
CCCCNC(=O)C(=O)NCC1CCCN1S(=O)(=O)c1cccs1 (stereo not given)	8	-7	10	-5	-13	-3	10	4	-8
O=C(COc1cc2oc(=O)c3c(c2cc1Cl)CCC3)Nc1ccccn1	0	8	10	1	-2	-5	-9	-97	0

(next part)
Labels used below – A = Apaf-1 inh; B = SENP8 block-1; C = PfG6PD inh; D = SENP1 inh; E = SENP6 inh; F = HKDC1 inh; G = NLRP3 yeast inh; H = SENP8 block-2; I = SENP7 inh
> CCOC(=O)c1sc2nc(C)nc(Nc3ccc(OC)cc3)c2c1C
  A: -5	B: -1	C: 11	D: -2	E: -13	F: -12	G: 13	H: -89	I: 5
> Cc1ccc(C(=O)NN2C(=O)c3ccc(S(=O)(=O)c4ccc(C(=O)O)cc4)cc3C2=O)cc1
  A: 2	B: 4	C: -31	D: -2	E: -10	F: -3	G: 20	H: 6	I: -1
> c1ccc(Oc2cc(-n3cncn3)ncn2)cc1
  A: -7	B: -9	C: 0	D: 3	E: -1	F: -8	G: -5	H: 10	I: 3
> NCCOc1ccc(C23CC4CC(CC(C4)C2)C3)cc1
  A: 8	B: -16	C: -6	D: -1	E: -31	F: 9	G: 29	H: 10	I: 5
> Cn1c(=O)[nH]c(=O)c2c1nc(N1CCNCC1)n2Cc1ccccc1Cl
  A: -6	B: 3	C: 20	D: 1	E: 10	F: -4	G: 32	H: 5	I: -2
> C/C=C/C=N/Nc1nc(-c2ccc([N+](=O)[O-])cc2)cs1
  A: 7	B: -7	C: -7	D: 14	E: -18	F: 2	G: -8	H: 27	I: 0
> Cc1ccccc1C(=O)Nc1cc(S(=O)(=O)N2CCCCC2)ccc1N1CCN(C)CC1
  A: 0	B: -8	C: -4	D: 13	E: -29	F: 8	G: 6	H: 8	I: 5
> Cc1ccc(OCc2ccc(C(=O)NCC3CCCO3)cc2)cc1C (stereo not given)
  A: 0	B: 2	C: 7	D: 1	E: 7	F: -3	G: 44	H: 7	I: 7
> CC(C)(C)S(=O)(=O)c1ccsc1C(=O)O
  A: 3	B: -12	C: -4	D: -1	E: -28	F: 8	G: -1	H: 5	I: -4
> COc1ccc(C2OC(=O)c3ccccc3S2)cc1 (stereo not given)
  A: 29	B: 1	C: -1	D: 3	E: -3	F: 4	G: -5	H: 14	I: 2
> O=C(COC(=O)c1ccc(S(=O)(=O)NCc2ccco2)cc1)c1ccccc1
  A: 4	B: 1	C: 6	D: 1	E: 2	F: -8	G: 3	H: 10	I: -1
> CCN(CCCNC(=O)CC1Oc2ccc(C)cc2NC1=O)Cc1ccccc1 (stereo not given)
  A: -6	B: 11	C: 12	D: -1	E: 2	F: -5	G: 10	H: 9	I: -6
> C=CCn1c(-c2cccn(Cc3ccc(Cl)cc3)c2=O)n[nH]c1=S
  A: -10	B: 6	C: 33	D: 0	E: 2	F: -2	G: 33	H: -251	I: 3
> COc1ccc(N2CCN(c3cnc4ccccc4n3)CC2)cc1
  A: 7	B: 1	C: 6	D: 1	E: 15	F: 5	G: 34	H: -17	I: 9
> O=C(Oc1ccc2ccc(OC(=O)N3CCOCC3)cc2c1)N1CCOCC1
  A: -1	B: -14	C: -18	D: -1	E: -14	F: -11	G: 9	H: 22	I: -8
> COc1ccccc1C(C(C(=O)c1ccccc1)N1CCOCC1)N1CCOCC1 (stereo not given)
  A: x	B: x	C: 8	D: 1	E: x	F: -7	G: x	H: 12	I: x
> COC(=O)C(C)Oc1ccc2c(c1)O/C(=C\c1ccco1)C2=O (stereo not given)
  A: -2	B: -6	C: 5	D: -118	E: -25	F: 4	G: 8	H: -164	I: -3
> COc1cccc(NC(=S)/C(=C(\[O-])c2ccc(C)c([N+](=O)[O-])c2)[n+]2ccccc2)c1
  A: 34	B: 9	C: 11	D: -38	E: 47	F: 5	G: 11	H: 39*	I: 3
> O=C(O)c1c2c(nc3ccccc13)/C(=C/c1cccc([N+](=O)[O-])c1)CCC2
  A: x	B: x	C: 6	D: 0	E: x	F: 2	G: x	H: 12	I: x
> O=C1c2ccccc2C(=O)N1C1(C(=O)NC2(C(=O)O)CCCC2)CCCC1
  A: x	B: x	C: -7	D: 2	E: x	F: -4	G: x	H: 0	I: x
> Cc1ccc(-c2ccnc3c(Cl)c(C)nn23)cc1
  A: 10	B: 4	C: 5	D: -13	E: 13	F: -1	G: 30	H: -38	I: -7
> NC(=S)N/N=C/c1coc2c(ccc3ccccc32)c1=O
  A: x	B: x	C: 1	D: 12	E: x	F: 0	G: x	H: -13	I: x
> CCOC(=O)CSc1nc(-c2ccc(OC)cc2)ns1
  A: 19	B: -10	C: 26	D: 2	E: -15	F: -5	G: 0	H: 19	I: -12
> COc1ccc(-c2csc(-n3ncc(-c4cccs4)c3N)n2)cc1
  A: 14	B: 2	C: -7	D: -5	E: 5	F: -5	G: 8	H: 21	I: 3
> COc1cc(C(=O)NCc2cccc3ccccc23)ccc1OCc1ccccc1
  A: 27	B: 2	C: -1	D: 0	E: -3	F: -4	G: 26	H: 5	I: 7
> CN(C)c1ccc(C=c2c3ccccc3n3c2cc(-c2ccc(Cl)cc2)[n+]3C)cc1
  A: x	B: x	C: 55	D: -26	E: x	F: 18	G: x	H: -391	I: x
> O=C(O)c1ccc(N2C(=O)CC(N3CCN(c4cccc(Cl)c4)CC3)C2=O)cc1 (stereo not given)
  A: -4	B: -3	C: -7	D: 3	E: 4	F: -8	G: 1	H: 6	I: 7
> CCCCC(=O)N(CCOC)c1nnc(-c2ccc(OC)cc2)s1
  A: 29	B: -4	C: 6	D: 2	E: -28	F: 3	G: 21	H: -137	I: -5
> O=C(c1cccs1)N1CCN(c2ncc(Br)cn2)CC1
  A: -3	B: -5	C: 4	D: 0	E: -27	F: -2	G: 37	H: 3	I: -4
> CCCCCn1c(=N)n(CC(O)COc2ccccc2OC)c2ccccc21 (stereo not given)
  A: 33&14	B: -6&-8	C: 2&0	D: -3&2	E: -9&1	F: -7&-3	G: 13&18	H: 13&15	I: 5&-6
> Cc1cc(C)nc(SC(C)C(=O)N/N=C/c2cccs2)n1 (stereo not given)
  A: -7	B: 0	C: 5	D: 1	E: 1	F: -3	G: 6	H: 11	I: 5
